# PAX8 reporter – lowers PAX8-driven luciferase in RMG-I cells; RMG-I TPO-luciferase reporter, SteadyGlo, 24 h; inhibition, % at 12.6 µM; hit rate 1.2% among 360,000;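 active = mean replicate inhibition at least 60% with every replicate also reaching 60%; inconclusive = only one of the two criteria is met; inactive = mean below 60% and not all replicates reaching 60%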;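 also: luciferase light reporting Pax8 driven TPO promoter activity; plate controls were median of neutral control wells for no effect and mitoxantrone controls for full effect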
# ARNT-TACC3 inh – disrupts binding between human ARNT and TACC3; Q9Y6A5; hit rate 0.66% among 390,000; AlphaScreen His-ARNT PAS-B/GST-TACC3 binding, luminescence; TACC3 fragment carries E629A point mutation; AID 623870; inhibition, % at 9.99 µM;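 active = mean inhibition of replicates at least 50% and at least half of replicates each reaching 50%; inconclusive = half or more replicates reach 50% but mean below 50%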;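 also: 0% = complete ARNT plus TACC3 wells and 100% = ARNT alone without TACC3; many hits fall short of the cut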
# F508del corr – CFTR F508del correction in bronchial cells. CFBE cells, YFP halide quenching; stimulated with forskolin plus potentiator P3; % fluorescence drop versus neutral controls. hit rate 0.36% among 350,000. activity (quench increase), % at 7.58 µM;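 active = mean added fluorescence quench of at least 8% versus neutral control, with both replicates also reaching 8%; inconclusive = only one of the mean or replicate conditions met; inactive = mean below 8% and not both replicates reaching 8%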;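 also: cells transiently co-express mutant CFTR-F508del with the halide-sensitive YFP; corrector assay measuring rescue of mutant channel to the surface after 24 h compound exposure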
# ERp5 block – blocks human ERp5 reductase activity on insulin | Q15084 | ERp5 insulin aggregation, absorbance 650 nm, 90 min | inhibition, % at 9.99 µM | hit rate 0.05% among 350,000 | AID 651711;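 active = mean replicate inhibition above about 25%, with every replicate also reaching it, limit read from the data, passing the limit was not always enough; inconclusive = only one of those two criteria met; inactive = neither criterion met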
# Target sequence (Q15084 whole entry, looked up): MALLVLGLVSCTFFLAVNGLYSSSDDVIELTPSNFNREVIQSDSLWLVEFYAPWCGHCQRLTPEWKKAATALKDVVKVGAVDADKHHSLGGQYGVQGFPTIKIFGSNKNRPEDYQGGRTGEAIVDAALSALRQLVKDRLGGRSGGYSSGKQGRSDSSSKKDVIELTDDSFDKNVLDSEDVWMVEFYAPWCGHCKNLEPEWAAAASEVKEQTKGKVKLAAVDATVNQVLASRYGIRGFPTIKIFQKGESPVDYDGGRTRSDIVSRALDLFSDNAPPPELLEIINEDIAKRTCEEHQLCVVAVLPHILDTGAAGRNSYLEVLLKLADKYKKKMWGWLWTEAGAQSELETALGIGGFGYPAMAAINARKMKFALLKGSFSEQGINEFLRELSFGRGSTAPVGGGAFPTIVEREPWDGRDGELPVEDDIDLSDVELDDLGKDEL
# Xi reactivation – reactivates the inactive X chromosome in mouse fibroblasts. activation, % at 7.58 µM. AID 743238. XiGFP mouse fibroblasts, % GFP-positive cells imaging, 3 d; cells co-treated with 5-aza-dC sensitizer; scaled so ellipticine positive control = 100%. hit rate 0.055% among 360,000;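 active = mean normalized replicate activation at least 10% and every replicate at or above 10%; inconclusive = only one of the two criteria met; inactive = mean below 10% and not all replicates reach 10%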;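 also: 0% = median of on-plate neutral control wells and 100% = ellipticine 6 µM median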
#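 System: XiGFP fibroblasts, SV40-immortalized. Medium: DMEM plus 5-aza-dC sensitizer. Doses: single point. Timing: 3 d treatment, 15 min room-temperature fixation. Control set: ellipticine 6 µM.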
# DENV2 CPE – inhibitors of DENV2 cytopathic effect; AID 651640; CPE inhibition, % at 9.99 µM; DENV2-infected cells, cytopathic effect rescue, plate reader; hit rate 1.7% among 350,000; in the data active = CPE inhibition above about 20%, passing the limit was not always enough; inconclusive = no clear call, values can overlap the other calls; tested in BHK-21 cells;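 also: 0% = median of neutral control wells and 100% = median of positive control wells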
# INS-1E GSIS act – primary screen for activators of insulin secretion dependent on glucose, INS-1E cells, GLuc reporter luminescence; INS-1E GLuc reporter insulin secretion, 2-3 h; activation, % at 16.6 µM; hit rate 0.61% among 370,000; AID 743287;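 active = lowest replicate activation of at least 40%, so every replicate reaches that level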;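 also: 0% = median of neutral control wells and 100% = median of IBMX positive control wells; some compounds called inactive have numbers as strong as hits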
# EWS-Fli block – blocks EWS/Fli oncoprotein-driven transcription; AID 651661; inhibition, % at 12.6 µM; A673 NR0B1-luciferase reporter, viability-normalised; hit rate 0.67% among 350,000;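 active = mean inhibition of at least 50% after viability correction, with every replicate also passing that limit; inconclusive = mean reaches 50% but only one of two replicates passes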;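 also: firefly luciferase signal divided by Alamar Blue viability fluorescence both relative to DMSO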
# * marks the source's active call; other numbers are inactive results; ? = inconclusive; . = not tested or not shown; & = joins results of further samples.
SMILES,PAX8 reporter,ARNT-TACC3 inh,F508del corr,ERp5 block,Xi reactivation,DENV2 CPE,INS-1E GSIS act,EWS-Fli block
O=S(=O)(c1ccc(OCC2CO2)cc1)c1ccc(OCC2CO2)cc1 (stereo not drawn),-3,1,-0.6,1,0.3,.,-3,23
C[C@@H]1CCCCO[C@H](CN(C)Cc2ccccc2)[C@@H](C)CN([C@H](C)CO)C(=O)c2cc(NS(=O)(=O)c3ccc(F)cc3)ccc2O1,-8,-5,0.6,1,0.0,-6,12,-14
COc1ccc(/C=C/C(=O)NCc2ccccn2)cc1,-48,6,.,.,0.1,.,19,.
C[C@H](CO)N1C[C@H](C)[C@@H](CN(C)Cc2ccccc2)OCCCC[C@H](C)Oc2ccc(NS(C)(=O)=O)cc2C1=O,-1,-4,-1.3,0,-1.2,-20,7,-1
COc1cccc(NC(=O)Nc2ccc3c(c2)C(=O)N(C)C[C@@H](OC)[C@H](C)CN[C@@H](C)CO3)c1,-6,0,-3.1,-5,0.1,-15,-2,-7
C/C=C/c1cnc2c(c1)C(=O)N([C@@H](C)CO)C[C@H](C)[C@H](CN(C)C(=O)c1cnccn1)O2,-2,1,-1.5,2,-0.9,-5,13,3
O=C(NCC[C@@H]1CC[C@H](NC(=O)C2CCCC2)[C@H](CO)O1)c1ccc(F)cc1,0,-14,1.8,3,-0.2,1,2,1
CN(C)S(=O)(=O)c1cccc(NC(=O)CCCc2nc3ccccc3c(=O)[nH]2)c1,17,-1,0.3,-2,0.1,9,4,4
COc1ccc(N2C(=O)C3CCCN3C2c2ccc(C)cc2)cc1 (stereo not drawn),-20,-8,-1.8,3,0.3,-2,6,-7
O=C([C@@H]1[C@@H](CO)[C@@H]2Cn3c(cccc3=O)[C@@H]2N1Cc1ccccn1)N1CCC(Cc2ccccc2)CC1,1,.,-1.2,.,-0.1,-8,-4,-9
Cc1ccc(CNC(=O)c2cc(Cl)cc(Cl)c2)n1C,-13,-22,-2.6,-4,0.2,-6,3,22
N#Cc1ccccc1COC(=O)CCC(=O)c1cccs1,1,-5,-0.4,-1,0.4,-2,32,-3
O=C(NC1CCCC1)N[C@H]1CC[C@@H](CC(=O)N2CCOCC2)O[C@H]1CO,-9,21,-0.3,2,0.3,4,7,-1
CCCN1CCN(C(=O)c2cc(COc3ccc(F)cc3F)on2)CC1,.,-2,0.8,1,0.2,4,0,.
CCn1c(SCC(=O)NCC2CCCO2)nnc1-c1ccccc1OC (stereo not drawn),5,.,1.5,-7,-0.1,18,-4,2
Cc1ccc(C)c(OCc2cc(C(=O)N3CCN(c4ccccc4)CC3)no2)c1,-225,-2,-2.2,-3,0.1,1,-1,-78
CCN(CC(=O)Nc1ccc(NC(C)=O)cc1)C(=O)c1cc(CN2C(=O)c3ccccc3C2=O)ccc1OC,3,9,0.7,1,0.0,0,-2,2
CC(C)c1nc(SCC(=O)Nc2nccs2)c2ccccc2n1,7,.,-0.7,0,0.1,-7,2,9
C[C@@H]1CCCCO[C@@H](CN(C)C(=O)Nc2ccc(F)cc2)[C@@H](C)CN([C@H](C)CO)C(=O)c2cc(NS(=O)(=O)c3cn(C)cn3)ccc2O1,-14,-6,-0.3,0,0.1,-6,4,-17
CCCC(C(=O)NCCC(C)C)N(Cc1ccc(F)cc1)C(=O)c1snc(C(N)=O)c1N (stereo not drawn),10,-1,2.0,1,0.0,-4,-31,18
CC(=O)c1cccc(NC(=S)N2CCC(Cc3ccccc3)CC2)c1,-11,1,-1.8,4,0.1,4,-1,2
CCO[C@@H]1OC(C(=O)O)=C[C@H](c2csc3ccccc23)[C@H]1CCCO,-3&-30,-5&-10,2.1&0.1,-4&6,0.0,-8&-5,1,-6&-6
CCOC(=O)C1(Cc2cccc(Cl)c2)CCCN(C(=O)c2cccnc2)C1 (stereo not drawn),7,3,0.5,-3,0.0,-2,-1,1
C[C@@H]1CCCCO[C@@H](CN(C)Cc2ccccc2)[C@H](C)CN([C@@H](C)CO)C(=O)c2cc(NS(=O)(=O)c3ccccc3)ccc2O1,1,-10,0.3,1,-0.4,?,-7,4
CCCCN1C[C@H](CSC)[C@@H](CC(=O)Nc2ccc(OC)cc2)C1=O,-1,.,-2.2,1,0.2,11,-6,7
CC1CN(C(=O)c2ccc(COc3ccc4ccccc4c3)o2)CC(C)O1 (stereo not drawn),-30,0,3.6,0,0.0,.,15,-36
COc1ccc(CNC(=O)C2(C)Cc3c(-c4ccc5c(c4)OCO5)ccnc3O2)cc1OC (stereo not drawn),9,.,-0.2,6,0.2,?,12,5
O=C(N[C@H]1CC[C@H](CCn2cc(Cc3ccccc3)nn2)O[C@@H]1CO)c1cnccn1,-5,.,0.2,3,0.6,5,1,8
Cc1ccccc1SCCNC(=O)c1ccccc1Br,-80,.,.,6,0.1,?,28,-63
FC(F)(F)c1cccc(OCC2CNC(=S)O2)c1 (stereo not drawn),-6,-8,0.1,4,0.1,5,2,-10
Cn1c(-c2ccc(F)cc2)cnc1NCc1ccc(F)cc1F,-7,4,1.4,3,0.4,8,-32,-1
Cc1cccnc1C(NC(=O)C1CCN(CCOc2ccc(F)cc2)CC1)c1ccc(Cl)cc1 (stereo not drawn),15,.,1.9,-6,-0.1,0,6,2
O=C(Cc1csc(NC(=O)Nc2cccc(Cl)c2)n1)NC1CCCC1,-75,0,1.1,3,0.2,13,-46,-38
COc1ccc(S(=O)(=O)N2CCCCCC2)cc1C(=O)N(C)CC(=O)Nc1ccccc1C(F)(F)F,6,4,-0.4,-5,-0.1,-4,-3,-1
CC(C(=O)Nc1cc([N+](=O)[O-])ccc1Cl)N1CCN(c2ccc(O)cc2)CC1 (stereo not drawn),8,8,.,.,0.2,.,-2,.
CCOc1ccc(NS(=O)(=O)c2ccc3c(c2)N(C(C)=O)CCO3)cc1,8,.,2.1,5,0.0,-6,10,7
CCOC(=O)c1sc(NC(=O)CSc2nc3cccnc3n2C)nc1C,1,4,0.1,3,0.5,4,6,-9
Cn1c(SCc2ccccc2)nc2ccsc2c1=O,7,-26,-1.6,17,0.1,0,-46,-5
COc1ccc(S(=O)(=O)NC(C)c2ccccc2)cc1C(=O)N1CCCCC1 (stereo not drawn),17,3,-1.9,2,0.0,3,-3,.
Cc1cc(=O)oc2cc(NC(=O)c3cccc(S(=O)(=O)N(C)C)c3)ccc12,-146,0,0.9,-5,0.1,-4,-5,-144

# Shown with values under each structure: entries from further up.
# Each structure is followed by: PAX8 reporter, ARNT-TACC3 inh, F508del corr, ERp5 block, Xi reactivation, DENV2 CPE, INS-1E GSIS act, EWS-Fli block
- CCCCN1C[C@H](CSC)[C@@H](CC(=O)Nc2ccc(OC)cc2)C1=O
  -1, ., -2.2, 1, 0.2, 11, -6, 7
- CC1CN(C(=O)c2ccc(COc3ccc4ccccc4c3)o2)CC(C)O1 (stereo not drawn)
  -30, 0, 3.6, 0, 0.0, ., 15, -36
- COc1ccc(CNC(=O)C2(C)Cc3c(-c4ccc5c(c4)OCO5)ccnc3O2)cc1OC (stereo not drawn)
  9, ., -0.2, 6, 0.2, ?, 12, 5

# Other entries:
SMILES,PAX8 reporter,ARNT-TACC3 inh,F508del corr,ERp5 block,Xi reactivation,DENV2 CPE,INS-1E GSIS act,EWS-Fli block
O=C(C[C@H]1CC[C@@H](NC(=O)c2ccc3c(c2)OCO3)[C@H](CO)O1)NC1Cc2ccccc2C1,-7,-19,1.5,0,-0.2,-1,2,2
CCCC[n+]1ccn(-c2nc3ccccc3nc2[N-]S(=O)(=O)c2ccc(Br)cc2)c1,16,-6,-2.6,0,-0.1,5,0,11
O=C(C[C@@H]1C[C@H]2c3cc(NC(=O)NC4CCCC4)ccc3O[C@H]2[C@H](CO)O1)NC1CCCC1,10,-6,4.2,-1,0.4,-12,-6,-4
CO[C@H]1CN(C)C(=O)c2ccc(NC(=O)c3ccc(F)cc3)cc2OC[C@@H](C)N(C)C[C@H]1C,3,.,0.2,.,-0.3,.,-2,-2
Cc1cc(NS(=O)(=O)c2ccc(NC(=O)CSc3nnc(-c4ccco4)n3C)cc2)nc(C)n1,-8,8,-1.7,-5,0.0,0,10,-1
COCc1c(C(=O)N/N=C(/C)c2cccs2)nnn1-c1nonc1N,-4,2,1.3,0,0.0,10,11,0
CCCNC(=O)c1cc(C2CCCCN2S(=O)(=O)Cc2cccc(C(F)(F)F)c2)on1 (stereo not drawn),3,.,-1.6,4,-0.1,5,-18,5
COc1ccc(C(=O)c2c(N)sc3c2CCN(C)C3)cc1,4,-1,1.1,1,0.0,-1,-2,1
Cc1ccc(S(=O)(=O)N(C)C[C@H]2Oc3c(NS(=O)(=O)c4ccccc4)cccc3C(=O)N([C@H](C)CO)C[C@H]2C)cc1,.,3,-1.5,6,-0.1,-1,-3,-5
COCCc1ncc(CN2CCC(C(=O)Nc3cccc(-c4cscn4)c3)CC2)cn1,2,5,-1.3,-6,0.0,7,9,8
CC(=O)c1sc(NC(=O)COc2ccccc2)nc1C,-69,1,1.7,3,0.1,-1,3,-49
CC(C)(C)c1ccc(C(=O)NCCC(=O)NC2=NCCS2)cc1,-29,.,-2.0,-7,0.4,4,11,-14
CC(C)(C)c1ccc(OC(=O)c2ccccc2)cc1,-9,-2,2.4,-2,0.0,-5,-19,-25
COc1ccc(CNC(=O)C[C@@H]2C=C[C@H](NS(=O)(=O)c3cccc(OC)c3)[C@@H](CO)O2)cc1,.,0,4.6,-2,-0.1,6,4,-5
CNC[C@@H]1OCCCC[C@@H](C)Oc2ccc(NS(=O)(=O)c3ccccc3)cc2C(=O)N([C@H](C)CO)C[C@H]1C,0,5,-1.0,0,-0.1,?,27,0
COc1ccc2c(C)cc(SCC(=O)NC3CCCCC3)nc2c1,31,-5,6.7,0,-0.1,-8,.,-8
CC(C)Oc1cccc(C(=O)NC(=S)Nc2ccccc2)c1,-94,-4,.,.,0.0,.,-12,.
O=C(C[C@H]1C/C=C\C[C@@H](Cc2ccc(F)cc2)C(=O)O[C@@H](c2ccccc2)CNC1=O)N[C@@H](CO)Cc1ccccc1,24,-6,-2.2,-2,-0.2,9,.,0
O=c1c2ccccc2nc2n1CC/C2=C\N1CCN(c2ccc([N+](=O)[O-])cc2)CC1,-30,34,-1.5,1,-0.1,3,3,8
Cn1cnc(CCNC(=O)C[C@@H]2CC[C@H]3[C@@H](COC[C@H](O)CN3C(=O)Nc3ccc(C(F)(F)F)cc3)O2)c1,23,10,1.4,.,0.0,-6,-8,-5
COC(=O)C1=C(C)NC2=C(C(=O)CCC2)C1c1ccc(-c2ccsc2C(=O)OC)o1 (stereo not drawn),3,38,0.9,-10,0.3,-1,12,5
Cc1ccc(S(=O)(=O)NNC(=S)Nc2cccc(F)c2)cc1,3,1,1.8,-1,0.2,8,4,5
CCOC(=O)[C@@H]1[C@H]2COc3ccccc3[C@H]2N2C(=O)N(c3ccc(Cl)cc3)C(=O)[C@]12C,16,-5,2.8,-4,0.2,-10,-2,0
COCCn1c(Cc2ccccc2)nnc1SCC(=O)Nc1ccccc1,0,1,.,-3,0.0,7,31,-4
COc1ccc(C(=S)NCS(=O)(=O)c2ccc(C)cc2)cc1,-5,16,.,.,0.3,.,-3,.
CCN1C(=O)[C@@H]2[C@H](C1=O)[C@@H]1C(=O)Nc3ccccc3C(=O)N1[C@@H]2c1cccc(C)c1,7,0,3.1,19,-0.3,10,.,-10

# Assay outcomes from PubChem BioAssay.
